Compound activity: PubChem BioAssay, Fisher Drug Discovery Resource Center
mcGAS MS inh = mouse cGAS inhibition by mass spec; inhibition, % at 12.5 µM; 130,000 compounds, 0.18% hits; recombinant mouse cGAS, cGAMP by RapidFire MS;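 active = inhibition of cGAS enzyme activity at or above 60%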;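 note: enzyme stimulated by 45 bp dsDNA with ATP and GTP substrates; cGAMP share of summed cGAMP plus half ATP and half GTP signals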
Target sequence (Q8C6L5 whole entry, looked up): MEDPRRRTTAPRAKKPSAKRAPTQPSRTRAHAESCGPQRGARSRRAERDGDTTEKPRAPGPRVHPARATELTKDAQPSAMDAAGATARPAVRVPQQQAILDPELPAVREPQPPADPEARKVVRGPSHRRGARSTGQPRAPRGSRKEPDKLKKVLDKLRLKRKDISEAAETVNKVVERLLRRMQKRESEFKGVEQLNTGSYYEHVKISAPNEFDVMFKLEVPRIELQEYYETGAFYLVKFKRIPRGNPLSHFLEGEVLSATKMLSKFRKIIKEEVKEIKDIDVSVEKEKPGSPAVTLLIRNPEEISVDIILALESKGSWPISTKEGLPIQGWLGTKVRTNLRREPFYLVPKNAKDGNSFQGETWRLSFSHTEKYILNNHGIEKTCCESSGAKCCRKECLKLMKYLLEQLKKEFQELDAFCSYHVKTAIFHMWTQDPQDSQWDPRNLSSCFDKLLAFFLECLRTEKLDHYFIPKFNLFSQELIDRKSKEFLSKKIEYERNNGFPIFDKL
The depositor's hits bear a star; & = joins results of further samples. This is a subset; count on the stated rates, not on these rows.

SMILES | mcGAS MS inh
CCc1cn[nH]c1C1CCCN(C(=O)c2cnc3c(c2)nnn3C)C1 (centres undefined) | -14.3
Cc1nc2c(c(=O)[nH]1)CCN(C(=O)CCCN1CCCCC1=O)C2 | -17.4
CCCN1CC(NC(=O)CN2CCC(C)=N2)CC1=O (centres undefined) | -5.4
CC(C)c1ccc(NC(=O)c2ccc(S(N)(=O)=O)cc2)cc1 | -2.4
Cc1cc(C)n(-c2cc(N)nc(Cl)n2)n1 | -21.9
COC(=O)c1ccc(-c2noc(CN3CCc4ccccc4C3)n2)cc1 | -0.4
O=C(CCc1ccc(F)c(F)c1)NCCc1cnccn1 | -4.8
CCCSc1nc2c(c(=O)[nH]1)C(c1ccc(Cl)cc1)C(C(=O)OC(C)C)C(C)=N2 (centres undefined) | 2.2
CN1CCN(NC(=O)/C=C/C(=O)O)CC1 | -3.9
CN1CCN(C)C1=NC(c1ccccc1)(c1ccccc1)c1ccccc1 | -16.2
COC(=O)[C@@H]1CCCN1Cc1nc(-c2ccc3c(c2)OCO3)no1 | -4.7&-2.2
CC1=CC[C@@H]2CN(C(=O)c3cc(CC(C)C)no3)C[C@@H]2C1 | -15.2
Cc1cc(CN2C(=O)C(C)Sc3ccc(S(C)(=O)=O)cc32)no1 (centres undefined) | -18.9
C=C(Cl)CNC(=O)NC(C)c1ccc(-n2cccn2)cc1 (centres undefined) | -2.2
Cc1cc(=O)[nH]c(O)c1C#N | 9.5
O=C(Nc1cccc(-n2cnnn2)c1)c1ccc(S(=O)(=O)N2CCCC2)cc1 | -8.5
COc1ccc(CNC(=O)C2CC3CCCC(C2)C3=O)cn1 (centres undefined) | -5.3
Cc1cnc(NC(=O)c2cc(S(=O)(=O)N3CCOCC3)cn2C)s1 | -30.5
CCOC(=O)c1c(N)sc(C)c1CC(C)CC (centres undefined) | -5.1
COc1ccc(S(=O)(=O)N2CCOCC2)cc1NS(=O)(=O)c1ccc2c(c1)CCC2 | -11.2
Cc1cc(C)c(CNCc2cncn2CC(C)C)c(C)c1CO | -14.8
COC(=O)c1ccc(NC(=O)CC2CSc3nc4[nH]ncc4c(=O)n32)cc1 (centres undefined) | -4.3
O=C1NCC(COC(=O)c2ccc3c4c(cccc24)CC3)O1 (centres undefined) | 4.9
CC(Cc1cn(Cc2ccccn2)nn1)c1ccccc1 (centres undefined) | 4.8
CC(CSc1ncc(C(C)C)n1C(C)C)CS(C)(=O)=O (centres undefined) | -0.3
O=S(=O)(c1ccccc1O)C(F)(F)F | -12.9
CC1CC(C)CN(C(C)c2nc(N)nc(N(C)C)n2)C1 (centres undefined) | 11.7
CC(C)C(CNC(=O)c1ccc(OCc2cccnc2)cc1)N1CCOCC1 (centres undefined) | -0.4
CC(C#N)CN(C)C(=O)NCc1ccc(-c2ccc3c(c2)CCO3)cc1 (centres undefined) | -6.8
CCOC(=O)N(C)c1ccc(NC(=O)c2cccnc2NC(C)C)cc1 | -14.9
O=C1Nc2ccccc2C1=NN=C1CC(c2ccccc2)N=N1 (centres undefined) | 3.3
CN(C)CCCN(C)C(=O)CN1C(=O)C(Oc2ccccc2)C1c1ccccn1 (centres undefined) | -7.9
COc1c(C)cnc(CN)c1C | -6.4
Cc1ccc(-n2nc(C)cc2NC(=O)CCCN2C(=O)CCC2=O)cc1 | -5.4
O=C(CN1CCCCCC1)N1CCc2c(nc(-c3ccccc3)[nH]c2=O)C1 | -41.2
Cc1ccc(Cn2cc(C(=O)NNC(=O)Nc3cccs3)ccc2=O)cc1 | -2.6
CC1CCC/C(=N\Nc2ccc(Cl)c(C(=O)O)c2)C1 (centres undefined) | -6.4
Cc1ncc(CO)c(CN(C)Cc2cc(C(C)(C)C)n[nH]2)c1O | 40.3
CC(C)c1cc(C(=O)N2CCc3[nH]c4ccccc4c3C2)n(C)n1 | -12.1
N#Cc1ccc(Cl)cc1NC(=O)c1csc(-c2cnccn2)n1 | -6.6

3 entries picked at random from those above:
SMILES | mcGAS MS inh
CC(C)c1cc(C(=O)N2CCc3[nH]c4ccccc4c3C2)n(C)n1 | -12.1
Cc1ccc(-n2nc(C)cc2NC(=O)CCCN2C(=O)CCC2=O)cc1 | -5.4
N#Cc1ccc(Cl)cc1NC(=O)c1csc(-c2cnccn2)n1 | -6.6

Next section:
SMILES | mcGAS MS inh
CC(=NNc1nc(C)cc(=O)[nH]1)c1ccc(Br)cc1Br | -1.9
CC(C)c1nccc(CN2CCCC3(C2)C(=O)N(C)c2ccccc23)n1 (centres undefined) | -11.1
COc1ccc(Oc2nc(-c3ccc(OC)cc3)ncc2C(=O)O)cc1 | 2.0
CN(C)C(CNC(=O)CSC1CCS(=O)(=O)C1)c1ccsc1 (centres undefined) | -8.4
O=c1c(=O)n2c(nn1CCc1ccccc1)N(c1ccccc1)CC2 | -4.8
CCC(Nc1cccc(OC)c1)C(=O)N1CCC2(CC1)C(=O)NCCN2C (centres undefined) | -18.9
CN(Cc1nncn1C)c1nccc(C2CCCC2)n1 | -0.8
O=C(CCC1CCCO1)Nc1ccccc1Br (centres undefined) | -28.7
Cc1ccc(CNC(=O)C(=O)NCC2OCCN2C(=O)c2ccc3c(c2)OCO3)cc1 (centres undefined) | -3.7
COc1ccc(C#N)c(NS(=O)(=O)c2cc(C(N)=O)n(C)c2)c1 | 8.7
CC(C)Cc1noc(C2CCCN(Cc3nc(-c4ccco4)no3)C2)n1 (centres undefined) | -8.1
CCOc1ccc(NC(=O)c2cc(Cl)ccn2)cc1OC | -10.9
Cc1ccnn1CCC(=O)NC1CC(=O)N(CCc2ccc(F)cc2)C1 (centres undefined) | -10.9
Cc1cc(C)nc(CN2C[C@H]3OC(=O)N(CCCN4CCOCC4)[C@H]3C2)n1 | -12.7
COc1ccc(C(=O)N2CCN(CCSc3ccccc3)CC2)cc1 | -56.9
CC(C)CN(C(=O)c1ccc(Br)o1)C1CCS(=O)(=O)C1 (centres undefined) | -6.4
Cc1c(C(=O)OC(C)C(=O)NCc2ccco2)oc2ccccc12 (centres undefined) | 11.5
CCOC(=O)c1ccc(N2CCCN(c3ncccc3C#N)CC2)nc1 | -8.1
Cc1cc(C)c2nc(NN=Cc3ccc(O)c(O)c3)cc(C)c2c1 | -16.0
COc1cc(=O)n2c(c1C(=O)NCCCn1ccnc1)CCN(CC1=CC[C@H]3C[C@@H]1C3(C)C)CC2 | 2.2
CCOC(=O)c1sc(N=CC2=C(O)CC(C)(C)CC2=O)c(C(=O)OCC)c1C | -10.8
O=C1NC(=O)C2C(=NC3(O)c4ccccc4C(=O)C23O)N1 (centres undefined) | 8.3
Cc1ccc(NC(=O)c2ccccc2)cc1NC(=O)CC(C)(C)CC(=O)O | -21.7
CCC(NS(N)(=O)=O)C(C)(C)c1ccccc1 (centres undefined) | -5.3
COc1ccccc1CCNC(=O)c1ccccc1N1CCC(NC(=O)c2ccccc2Cl)CC1 | 3.8
Cc1csc(NC(=O)COC(=O)c2ccc(CN3CCCC3=O)cc2)n1 | 4.0
CC1(C(=O)NS(=O)(=O)c2cccc(C#N)c2)CCN1C(=O)CCc1cccs1 (centres undefined) | -6.1
COC(=O)c1sc(N)c(C(=O)OC)c1CSc1nnc(C(F)(F)F)n1C | -43.6
O=C1CCC(NS(=O)(=O)c2ccc(Cl)cc2)C(=O)N1 (centres undefined) | 5.6
NC(=O)C1CCN(CC(=O)Nc2oc3ccccc3c(=O)c2-c2ccccc2)CC1 | -1.7
CC(O)(C#CCO)c1ccc2ccccc2c1 (centres undefined) | -3.4
COc1ccc(CN2C(=O)c3ccccc3C2=O)cc1F | -6.1
COC(=O)c1sc(N)c(C(=O)OC)c1Cn1ncc(Cl)c(Cl)c1=O | 1.6&9.6
COc1cc(C(=O)NNC(=O)COc2ccc(Cl)cc2)cc(OC)c1OC | -3.8
CNc1ncc(C(=O)N2CCC(c3ccccc3C(=O)O)C2)cn1 (centres undefined) | -21.2
Cc1nc(COc2ccc(F)cc2)sc1C(=O)N1CCc2ccc(O)cc2C1 | -13.5
Cc1ccc2nc(NC(=O)C3=COCCO3)sc2c1 | -5.7
Cc1ccsc1C(=O)N1CCC1(C)C(=O)NCC(C)(C)C (centres undefined) | -15.2
CC(C)(C)c1noc(COC(=O)Cc2[nH]nc3ccccc23)n1 | -4.2
CCOCc1cn(CC(=O)c2ccc(OC)cc2)c(C)nc1=N | -6.3
CC(=O)Nc1ccc(SCC(=O)NC2CCSc3ccccc32)cc1 (centres undefined) | -4.1
Cc1nc(C(Cl)(Cl)Cl)[nH]c(=O)c1SCCO | 8.7
CCCc1cc(=O)n2[nH]c(COC)c(-c3ccccc3)c2n1 | 4.7
Cc1cccc(C(=O)N2CCC(N3CCCC(C(=O)N4CCCC4)C3)CC2)n1 (centres undefined) | -19.5
O=S(=O)(C(=Cc1ccc2c(c1)OCCO2)c1nc2ccccc2[nH]1)c1ccccc1 | -6.7
COCCN1CCC(CNc2nnc(C)c(C)c2C#N)CC1 | 0.7
COCCN1C(=N)C(c2nc3ccccc3[nH]2)C(=O)C1c1ccccc1 (centres undefined) | -10.6
COc1ccc(-c2[nH]ncc2C(=O)N(C)CC(F)(F)F)cc1 | 0.6
C=CCOc1ccc(Br)cc1C1c2ccc(O)cc2OC(=N)C1C#N (centres undefined) | -25.1
Cn1cc(CNCCN2CCOC2=O)c(-c2ccc(C3CCCCC3)cc2)n1 | -11.5
Next section:
SMILES | mcGAS MS inh
O=C(CSc1nc(=O)n2cc(Cl)ccc2n1)Nc1ccc2c(c1)OCO2 | -4.6
CCC(C)NC(=O)COC(=O)c1ccc(OC)cc1F (centres undefined) | -13.8
CN1CCN(c2ccc(NC(=O)CNC(=O)c3ccccc3F)cn2)CC1 | -0.3
Cc1noc(N)c1C(=O)OC(C)c1cccc2ccccc12 (centres undefined) | -11.9
CCOc1nn(CC)cc1C(=O)Nc1ccc(CC)cc1 | 16.6
Cn1cc(C#N)c(=O)n(CC2CCCCC2)c1=O | -4.8
CC(C)(C)c1cc(S(N)(=O)=O)c2cc(C(C)(C)C)cc(S(N)(=O)=O)c2c1 | -10.9
O=C(Nc1ccccc1Nc1ccccc1)C1CCCCC1C(=O)N1CCc2c([nH]c3ccccc23)C1 (centres undefined) | 3.9
Cc1cc(Br)ccc1OCCn1cnc2ccccc2c1=O | -3.7
CSc1ccc(C(C)NC(=O)CC(O)(c2ccco2)C(F)(F)F)cc1 (centres undefined) | -3.7
CC1(C)Cc2nc3[nH]n(-c4ccccc4)c(=O)c3c(-c3nc4ccccc4[nH]3)c2C(O)C1 (centres undefined) | -3.4
Cc1ccc(S(=O)(=O)N2CCN(C(C)C(=O)Nc3ccc(F)c(F)c3F)CC2)cc1 (centres undefined) | -6.0
O=C(c1nc2sccn2c1CN1CCc2sccc2C1)N1CCCCCCC1 | -9.4
COc1cc(OC)cc(C2=NC(=Cc3ccc(OC(F)F)c(OC)c3)C(=O)O2)c1 | -5.8
Cc1cc(C)n(-c2ccc(NC3CCOC3c3ccccc3)nn2)n1 (centres undefined) | -57.5
COc1ccc(S(=O)(=O)Nc2ccc(OC(F)(F)F)cc2)cc1[N+](=O)[O-] | 8.8
CCn1c(C)cc(O)c(C(c2ccc(F)cc2)N2CCN(C)CC2)c1=O (centres undefined) | -8.8
O=C(CCCc1cccs1)NCc1ccc(N2CCCC2=O)cc1 | 0.1
CC(O)(P(=O)(O)O)P(=O)(O)O | -0.3
CCCCOc1ccc(C(=O)Nn2cnc3c(cnn3-c3ccccc3)c2=O)cc1 | -4.0
O=S1(=O)NC(=NCc2ccccc2)C(c2cccc(Cl)c2)N1 (centres undefined) | -15.5&1.3
Cc1n[nH]c(C)c1SCC(=O)O | 1.2
O=C(CCc1ccccc1)Nc1ccnn1C1CCN(Cc2cccc3nonc23)CC1 | -13.2
O=C(NCC1(c2ccccc2)CCOCC1)C1CC(Cc2ccc3c(c2)OCO3)=NO1 (centres undefined) | -8.2
O=C1CSC(=NN=C2NC(=O)C(CC(=O)Nc3ccc(Br)cc3)S2)N1 (centres undefined) | 2.9
COc1ccc(CN2CCNC(=O)C2CC(=O)NC2(c3ccccc3)CC2)cc1OC (centres undefined) | -19.1
CCN1CCCC1CN(CC1CCN(CCOC)CC1)C(=O)c1nonc1C (centres undefined) | -15.5
CCOC(=O)c1c(NC(=O)COC(=O)c2c(C)cc(=O)oc2C)sc(C(C)=O)c1C | -11.0
CCn1c(=O)cc(C(C)C)c2ccc(OCC(=O)NCCc3ccccn3)cc21 | -3.6
CC(C)NC(=O)CN1C(=O)NC2(CCCCC2)C1=O | 11.8
CN1C(=O)N(C)C2SC(N)=NNC21 (centres undefined) | 6.3
Cc1ccc(NC(=O)COc2ccc3cn[nH]c3c2)c(C)c1 | 1.0
CC1(c2ccc(C(=O)NCCc3csc(N4CCCC4)n3)cc2)NC(=O)NC1=O (centres undefined) | 1.7
CC(C)CC(C(=O)NCCc1cccc(F)c1)N1C(=O)c2ccccc2C1=O (centres undefined) | 2.9

Of the compounds above, 13 contain a Cl atom.
SMILES | mcGAS MS inh
Cc1cc(C)n(-c2cc(N)nc(Cl)n2)n1 | -21.9
CCCSc1nc2c(c(=O)[nH]1)C(c1ccc(Cl)cc1)C(C(=O)OC(C)C)C(C)=N2 (centres undefined) | 2.2
C=C(Cl)CNC(=O)NC(C)c1ccc(-n2cccn2)cc1 (centres undefined) | -2.2
CC1CCC/C(=N\Nc2ccc(Cl)c(C(=O)O)c2)C1 (centres undefined) | -6.4
N#Cc1ccc(Cl)cc1NC(=O)c1csc(-c2cnccn2)n1 | -6.6
CCOc1ccc(NC(=O)c2cc(Cl)ccn2)cc1OC | -10.9
COc1ccccc1CCNC(=O)c1ccccc1N1CCC(NC(=O)c2ccccc2Cl)CC1 | 3.8
O=C1CCC(NS(=O)(=O)c2ccc(Cl)cc2)C(=O)N1 (centres undefined) | 5.6
COC(=O)c1sc(N)c(C(=O)OC)c1Cn1ncc(Cl)c(Cl)c1=O | 1.6&9.6
COc1cc(C(=O)NNC(=O)COc2ccc(Cl)cc2)cc(OC)c1OC | -3.8
Cc1nc(C(Cl)(Cl)Cl)[nH]c(=O)c1SCCO | 8.7
O=C(CSc1nc(=O)n2cc(Cl)ccc2n1)Nc1ccc2c(c1)OCO2 | -4.6
O=S1(=O)NC(=NCc2ccccc2)C(c2cccc(Cl)c2)N1 (centres undefined) | -15.5&1.3
